Screening data (PubChem BioAssay)
CCR6 antagonist = CCR6 receptor antagonists, primary screen, cell-based, CHO-K1, luminescence, beta-arrestin, uHTS. C-C chemokine receptor type 6 (Homo sapiens), P51684. CHO-K1 CCR6 PathHunter beta-arrestin, CCL20-stimulated. inhibition, % at 20 µM. actives 0.49% (n = 340,000);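 active means compounds whose inhibition of the agonist-driven luminescence signal at 20 µM reaches about 50%, limit read from the data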;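 further: cells stimulated with CCL20 at 14 nM final; plate controls were DMSO with CCL20 for no effect and DMSO without agonist for full effect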
Target sequence (P51684 whole entry, looked up): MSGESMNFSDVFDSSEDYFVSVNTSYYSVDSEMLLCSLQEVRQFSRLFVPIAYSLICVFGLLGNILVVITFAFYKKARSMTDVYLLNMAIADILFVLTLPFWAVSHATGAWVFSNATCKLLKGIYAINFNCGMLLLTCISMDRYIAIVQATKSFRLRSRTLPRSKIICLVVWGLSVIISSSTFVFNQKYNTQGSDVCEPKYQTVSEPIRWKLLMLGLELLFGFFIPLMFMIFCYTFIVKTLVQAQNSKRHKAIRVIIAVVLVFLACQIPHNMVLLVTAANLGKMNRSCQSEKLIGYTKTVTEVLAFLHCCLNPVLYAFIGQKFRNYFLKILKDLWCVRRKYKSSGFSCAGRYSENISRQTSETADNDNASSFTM
tim23-1 inh = growth inhibitors of tim23-1 mutant yeast, primary screen, luminescence, uHTS; S. cerevisiae tim23-1 growth, BacTiter-Glo luminescence, 24 h; actives 1.3% (n = 330,000); inhibition, % at 20 µM;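 active means growth inhibition of the mutant yeast at or above 50%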;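 further: temperature-sensitive mutant grown at 25 °C; plate controls were DMSO-treated mutant yeast for no effect and medium wells lacking yeast for full effect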
XBP1 UPR activ = activators of adaptive XBP1 UPR arm, primary screen, cell-based, CHO-XBP1 luciferase reporter, luminescence, uHTS; actives 0.33% (n = 330,000); IRE1-XBP1 UPR activation; percent of tunicamycin response, DMSO as zero; activation, % at 20 µM;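 active means versus positive control, 20 µM dose yields 30% or more activation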;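 further: 100% = tunicamycin at 10 µg/mL and 0% = DMSO only wells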
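Test system: CHO-XBP1 luciferase reporter cells | Buffer or medium: Serum-containing F12 medium, 10% FBS | Schedule: 6 h compound exposure at 37 °C, 5% CO2 | Detection: Steady-Glo luciferase glow luminescence, 10 min after reagent addition | Read-out basis: Activation, % of tunicamycin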
UPR CHOP act = activators of apoptotic CHOP UPR arm, primary screen, cell-based, CHO-CHOP luciferase reporter, luminescence, uHTS. actives 0.34% (n = 330,000). UPR activation; percent of tunicamycin response over DMSO baseline. AID 449763, 2010. activation, % at 10 µM;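 active means at 10 µM dose, activation of 40% or more, normalized to positive control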;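 further: 100% = tunicamycin at 10 µg/mL and 0% = DMSO alone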
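Evaluation: % reporter activation, DMSO baseline versus tunicamycin full activation; System: CHO-CHOP luciferase reporter cell line; Input: 500 cells/well; Incubation: 6 h compound treatment, 37 °C; Measured by: Steady-Glo luciferase luminescence; Dosing: one dose, 10 µM in 0.5% DMSO; Buffer or medium: F12 medium, 10% FBS; Benchmarks: positive tunicamycin 10 µg/mL, negative DMSO alone.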
CXCR6 inh = CXCR6 receptor inhibitors, primary screen, cell-based, beta-arrestin, luminescence, CHO-K1 PathHunter, 1536-well; C-X-C chemokine receptor type 6 (Homo sapiens), O00574; inhibition, % at 20 µM; actives 0.36% (n = 360,000); in the data active means inhibition above about 34%, passing the limit was not always enough;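 further: antagonist mode with CXCL16 agonist at 10 nM final; 0% = 10 nM CXCL16 with DMSO and 100% = unstimulated wells without agonist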
APJ antagonist = antagonists of human apelin receptor APJ, primary screen, CHO-K1 cells, beta-arrestin complementation, luminescence; P35414; inhibition, % at 20 µM; actives 0.32% (n = 330,000); AID 2521, 2010;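 active means inhibition above about 40% at 20 µM, limit read from the data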;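 further: cells challenged with 10 nM apelin-13 agonist together with compound; plate controls were apelin-13 plus DMSO wells for no effect and DMSO wells lacking apelin-13 for full effect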
Mdm2 MdmX PPI = inhibitors of human Mdm2-MdmX association, primary screen, cell-based, luminescence, split luciferase, SaOS-2, uHTS; Protein Mdm4 (Homo sapiens) + E3 ubiquitin-protein ligase Mdm2 (Homo sapiens), …; SaOS-2 split-luciferase Mdm2/MdmX complementation; inhibition, % at 8 µM; actives 3% (n = 330,000);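 active means inhibition of at least 50% at 8 µM in the primary screen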
APJ ag = agonists of human apelin receptor APJ, primary screen, CHO-K1 cells, PathHunter beta-arrestin, luminescence; P35414; 0% DMSO wells, 100% apelin; activation, % at 20 µM; actives 0.11% (n = 330,000); AID 2520, 2010;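 active means activation more than six SD over the plate average, tested at 20 µM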;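 further: 0% = DMSO alone and 100% = apelin-13 at 10 nM; some results filed as inactive read as strong as hits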
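system = engineered CHO-K1 APJ arrestin reporter cells | input = 1000 cells per well | timing = overnight seeding, 90 min compound at 25 °C, 1 h detection | measured by = enzyme-fragment complementation luminescence | read-out = beta-arrestin recruitment to APJ as agonist activity, luminescent signal | control set = negative DMSO alone, positive Apelin-13 at 10 nM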
EBI2 block = EBI2 receptor antagonists, beta-arrestin recruitment, primary screen, cell-based, luminescence, 7a,25-OHC stimulation, uHTS; inhibition, % at 5 µM; 7a,25-OHC stimulated; actives 0.81% (n = 360,000); in the data active means inhibition above about 38%;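 further: enzyme fragment complementation signal reports receptor beta-arrestin coupling in cells; 0% = agonist plus DMSO wells and 100% = wells without agonist; some results beyond the cut were filed as inactive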
Target sequence (P32249 whole entry, looked up, the tested form may be a part): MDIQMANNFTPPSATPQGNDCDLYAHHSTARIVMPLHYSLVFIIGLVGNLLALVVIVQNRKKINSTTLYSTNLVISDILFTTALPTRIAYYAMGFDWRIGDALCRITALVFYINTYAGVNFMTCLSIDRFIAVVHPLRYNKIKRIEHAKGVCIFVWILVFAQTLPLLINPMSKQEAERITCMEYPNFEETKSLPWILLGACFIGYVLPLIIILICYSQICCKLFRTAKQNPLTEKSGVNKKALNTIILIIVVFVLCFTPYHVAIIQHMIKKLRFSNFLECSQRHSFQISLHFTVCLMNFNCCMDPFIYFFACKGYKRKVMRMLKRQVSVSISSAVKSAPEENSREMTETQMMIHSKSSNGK
Numbers without * were called inactive. Only part of the results is shown, so the mix of outcomes need not match the whole.

SMILES	CCR6 antagonist	tim23-1 inh	XBP1 UPR activ	UPR CHOP act	CXCR6 inh	APJ antagonist	Mdm2 MdmX PPI	APJ ag	EBI2 block
Cc1ccc(S(=O)(=O)N2CCN(Cc3cc(C(C)(C)C)ccc3O)CC2)cc1	15.1	16.5	-6.3	1.7	6.8	-8.3	13.3	0.4	-4.0
COc1ccc(C(C(=O)Nc2ccc(C(C)C)cc2)N(Cc2ccco2)C(=O)CC2NC(=O)NC2=O)cc1 (stereo unspecified)	4.1	16.0	-2.4	-0.8	-1.9	-1.6	11.8	-0.8	-1.4
COc1cc(Nc2nc3ccc(Cl)cc3n3cnnc23)cc(OC)c1OC	-2.9	-5.8	2.1	-1.9	0.5	-3.7	12.6	-3.5	-6.1
Cc1ccc(NC(=O)CC2(CC(=O)O)CCCC2)c(C)c1	7.0	-0.2	3.4	0.0	-3.6	14.0	4.7	0.8	-7.8
CC1CCN(C(=O)c2cc(-c3ccc4c(c3)OCO4)on2)CC1	9.9	30.3	-8.0	-0.4	8.4	4.7	-131.4	2.0	9.3
COc1ccc(NC(=O)COC(=O)C2CCC2)cc1Cl	-6.1	6.3	-2.5	0.4	5.7	7.9	12.3	-3.8	-0.7
C#CCOCCOCCOCCNc1nc(N2CCN(C(=O)Cn3cc(CC(C)O)nn3)CC2)nc(N2CCN(C(=O)[C@H]([C@@H](C)CC)n3cc(CCCN=C(N)N)nn3)CC2)n1 (stereo partly specified)	0.5	-8.2	-1.9	-1.3	0.0	14.1	17.1	-1.5	-2.5
COc1ccccc1C1CN(c2ccccc2)N=C1c1cccs1 (stereo unspecified)	-0.6	29.2	-2.5	-1.7	-2.7	23.1	22.4	-2.5	9.8
CCOc1ccc(CCN2CN(CC)CNC2=S)cc1OCC	4.3	-4.2	-3.8	-1.2	14.6	-8.5	10.0	-0.7	-6.3
FC(F)(F)c1cc(NCc2cccs2)n2ncnc2n1	5.5	-2.6	-2.9	-0.5	-0.2	-0.6	19.4	3.4	9.9
Cn1c(=O)c2c(nc(CN3CCC(C(N)=O)CC3)n2CCc2ccccc2)n(C)c1=O	-13.0	2.9	0.3	-0.5	5.5	3.9	-17.0	-4.0	-5.6
CCOC(=O)c1cc(C(=O)OCC)c2cc(Br)ccc2n1	4.2	18.3	-2.4	-0.6	2.5	16.0	17.9	-1.5	-12.8
CC(C)COC(=O)N1CC(O)CC1C(=O)O (stereo unspecified)	-4.5	4.0	1.9	-0.6	-2.1	-9.2	3.2	-3.0	0.4
CCOC(=O)c1c(N)sc2c1CCS(=O)(=O)C2	-12.4	2.6	0.3	0.1	-2.1	-1.9	-8.3	-4.1	13.1
Cc1ccsc1/C=N\NC(=O)CCc1c(C)n[nH]c1C	-0.4	2.5	-0.6	-1.7	-4.8	-21.7	-0.8	0.3	-2.0
COc1nc(NC(C)(C)C)nc(Oc2ccc(=O)n(C)n2)n1	-4.6	-4.8	1.5	1.1	-8.1	1.0	-7.4	6.1	-6.2
CCCn1nnnc1NC(=O)c1ccc2ccccc2c1	39.1	-74.3	-1.6	0.8	23.8	3.6	16.2	-1.2	-15.0
NC(=O)CNC(=O)c1ccc(Cl)cc1	-2.7	-9.2	0.6	-0.3	3.3	8.0	-0.5	-0.1	-1.5
CC1CCN(S(=O)(=O)c2cccc(C(=O)O)c2)CC1	9.3	2.9	1.0	-0.3	-6.4	-2.0	-20.1	-3.7	-7.8
C/C(=N/NC(=O)c1ccoc1C)C12CC3CC(CC(C3)C1)C2	14.8	7.8	-2.8	3.4	-6.1	22.3	-10.8	-3.6	-5.2
CCCNC(=O)c1[nH]c(C)c(C(C)=O)c1C	-0.4	9.0	0.8	0.2	-1.6	9.3	16.7	-1.3	1.4
O=S(=O)(Nc1ccccn1)c1ccc(-n2cccn2)cc1	3.4	23.8	-3.5	2.8	3.1	-18.5	11.2	-0.5	2.6
COc1ccc2c(c1)CCC(C)N2S(=O)(=O)c1ccc(C2CNC(=O)C2)cc1 (stereo unspecified)	-0.7	12.5	-1.8	-0.2	-4.6	23.1	13.5	-3.6	5.0
O=C(CCCOc1ccccc1)N1CCc2ccccc2C1	6.6	17.1	-2.5	4.3	-4.1	4.3	-58.2	3.7	-1.9
CC(C)C(C(=O)NC(C)(C)C)N(CCN1CCOCC1)C(=O)CNS(=O)(=O)c1ccccc1 (stereo unspecified)	7.7	11.0	-4.6	-1.5	9.1	1.1	15.4	-3.7	5.8
COc1ccc(-n2cc(CNCC3CC(=O)N(C4CC4)C3)c(-c3ccccc3Cl)n2)cc1 (stereo unspecified)	3.0	14.6	-0.6	-1.3	8.3	9.7	14.0	-3.5	-6.6
COc1ccc2c(c1)CCc1c-2n[nH]c1C(=O)O	2.9	15.6	-1.4	-2.4	12.7	1.6	6.3	1.5	2.1
Cc1ccc(C)c(N2CCN(C(=O)c3cc(S(=O)(=O)N4CCOCC4)ccc3F)CC2)c1	-6.4	13.8	33.2*	-0.5	-15.2	-6.0	27.9	0.1	1.7
C[C@]12C=C[C@H](O)CC1=CCC1C2CC[C@@]2(C)C1CCC21OCCO1 (stereo partly specified)	5.3	29.0	-0.7	-0.1	-16.9	-1.8	21.2	-3.4	-5.6
CC(=O)Nc1ccc(S(=O)(=O)N(C)c2ccc(OCCOc3ccccc3F)cc2)cc1	5.8	-3.7	-2.6	1.2	3.2	-16.1	23.4	-0.6	12.5
COc1ccc2[nH]c(C(=O)Nc3ccc(F)cc3Br)cc2c1	4.9	-5.1	3.9	3.8	0.3	8.5	24.7	1.5	-5.7
CC(=O)N1CCCc2cc(S(=O)(=O)N(C)Cc3ccccc3)ccc21	-8.1	9.0	-0.2	2.1	-14.7	1.2	27.2	-0.7	-6.7
COc1ccc(/C=C/C2=NNC(=O)CC2)cc1	76.6*	20.6	1.9	2.4	3.1	-30.6	19.0	-1.7	4.1
CC(C)C(=O)Nc1nnc(CSCc2ccccc2F)s1	10.8	-1.8	1.6	2.8	-11.6	-2.7	6.8	-1.9	-4.2
O=S(=O)(Nc1nc2ccccc2nc1Nc1cccc(S(=O)(=O)N2CCCCC2)c1)c1ccccc1	0.0	23.9	-0.8	4.8	-15.4	-19.7	81.5*	5.9	-13.6
CCc1ccc(NC(=O)CSc2nnc(-c3ccco3)o2)cc1	5.3	3.9	-3.3	-1.7	4.4	-1.5	9.8	0.2	5.6
Cc1cc(-c2ccc(Cl)cc2)n2ncnc2n1	9.5	13.8	0.0	2.9	1.7	19.6	28.9	-0.1	-5.8
O=[N+]([O-])c1ccc(-c2cn3c(n2)SCC3)cc1	10.1	1.5	1.4	5.8	8.7	-17.0	-22.0	2.8	-0.7
O=C(NC1CCN(C(=S)Nc2ccc(F)cc2)CC1)C1CCCCC1	16.6	5.4	-2.5	-0.1	-5.1	-8.0	9.1	-1.6	-1.1
Cc1cccc(Nc2ccc(NCc3ccccc3)nn2)c1	17.8	15.9	-4.9	6.7	4.5	-6.0	-38.0	-2.0	14.0
Cn1c(=O)[nH]c(=O)c2c1nc(Br)n2C/C=N/Nc1ccccc1	10.8	-12.6	-0.3	-2.4	0.9	18.1	22.0	-7.6	14.3
CCN(CC)S(=O)(=O)c1cccc(C(=O)NCCCn2ccnc2)c1	3.3	4.1	-0.3	-0.2	4.3	-14.1	5.0	-1.3	2.1
N/C(CC(=O)Nc1ccc(F)cc1)=N\O	4.8	3.7	-1.5	-0.5	4.6	1.0	10.1	2.6	-17.9
O=C1c2ccccc2C(=O)N1CCCCSc1nnc2c(Cl)cc(Cl)cn12	12.1	19.6	-3.6	-2.5	5.7	14.3	14.8	-1.0	-8.3
CCCNC(=O)c1cc(Cl)c(NC(=O)C2=C(C)OCCS2)cc1OC	5.8	20.9	1.0	2.4	-6.6	4.7	18.0	-2.0	15.6
O=C(c1c(Cl)cccc1Cl)N1CCCCCC1	15.7	-7.3	-4.2	-3.9	5.1	2.6	9.5	-8.1	-6.6
COc1ccc(C(=O)NCC(=O)O)cc1	-2.3	-7.9	-0.2	-1.8	5.5	-6.6	23.2	1.4	-9.2
CN1CCN(C(=O)C2=C[C@@H](c3ccc(C(F)(F)F)cc3)C[C@@H](OCCCCO)O2)CC1	4.9	-14.0	-1.8	-0.5	-2.8	-19.0	-1.3	-3.4	-11.3
CC(C)C(=O)N1CCN(c2ccccc2NC(=O)c2ccc(Br)o2)CC1	40.5	-1.3	-1.3	0.8	20.1	24.4	-2.6	-4.0	5.2
CC(C)(C)c1ccc(CNC(=O)c2ccc3c(c2)NC(=O)CO3)cc1	9.3	2.8	-0.3	2.7	-4.8	3.7	23.6	2.9	-9.4
Nc1nnc(SCc2nc3scc(-c4ccccc4)c3c(=O)[nH]2)s1	-6.9	-3.7	-2.5	-0.8	-6.1	6.4	31.6	-3.4	4.4
NC(=O)COC(=O)c1cccc(NS(=O)(=O)/C=C/c2ccccc2)c1	1.6	5.2	0.0	1.5	-9.5	10.9	-6.8	-0.7	2.9
CC(=O)Nc1nc(C)c(S(N)(=O)=O)s1	0.1	11.2	-1.0	0.3	0.0	11.9	-14.3	4.0	-5.5
COCC(C)n1c(COc2ccccc2F)nnc1SCc1c(C)noc1C (stereo unspecified)	-4.5	-4.3	-0.5	1.3	-0.7	10.6	11.3	-3.9	-1.0
COc1cccc(/C(O)=C2/C(=O)C(=O)N(Cc3ccco3)C2c2ccncc2)c1 (stereo unspecified)	-1.9	3.4	-1.0	0.5	-15.4	8.3	-9.0	-0.8	7.3
O=C(Nc1nnc(SCC(=O)N2CCCC2)s1)C1CC(=O)N(c2ccc(F)cc2)C1 (stereo unspecified)	-0.4	-7.7	-2.3	-2.8	1.9	12.2	10.2	2.8	-1.1
Cc1sc(NC(=O)C2C3CCC(O3)C2C(=O)O)nc1-c1ccc(CC(C)C)cc1 (stereo unspecified)	13.2	27.1	1.4	4.6	2.9	5.2	-19.7	1.1	6.3
